# TRb-SRC2 inh: TRbeta-SRC2 interaction inhibition. hit rate 0.065% among 280,000. AID 1469. P10828. TRbeta-SRC2 peptide binding, fluorescence polarization; receptor liganded with 1 µM T3. Potency, µM (top dose mostly 106 µM), for the others: at the highest dose activity change, negative = inhibition, hits mostly inhibitors;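 also: plate controls were bound peptide for no effect and peptide without receptor for full effect; nearly all actives have a fitted effect of over 50% in size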
#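 Human TRb LBD (0.6 uM) plus Texas Red-labeled SRC2 peptide (20 nM), 1uM T3, 5% DMSO, 5 hr at ambient temperature. Decreased polarization (555/632 nm) flags inhibition; data normalized to free and bound peptide controls.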
# SMN2 splice enh: SMN2 splice variant enhancement. HEK293 SMN2-luciferase splicing reporter, luminescence, 30-36 h. Potency, µM (top dose mostly 46.1 µM), for inactives: top-dose activity change, positive = activation, usual class: activators. hit rate 2.8% among 210,000. AID 1458; also: % of control where 0% means no effect; nearly all actives have a fitted effect of over 55% in size
#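 HEK293 cells carry an SMN2 minigene-luciferase reporter in which exon 7 inclusion puts luciferase in frame. Cells were seeded at 2000 cells/well, attached for 10-12 hours, then exposed to compounds for 30-36 hours at 37C before ONE-Glo luminescence.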
# Lamin A splicing: LMNA splicing modulation | Potency, µM (doses to about 46.1 µM), for inactives: top-dose ratio change, negative = inhibition, actives largely listed as inhibitors | hit rate 0.01% among 200,000 | HeLa LMNA splicing GFP/RFP minigene ratio, 48 h; active = well fitted inhibition curve with a large enough effect in the signal ratio, with a control signal flat, not every such curve was filed as active; inconclusive = small, poorly fitted or top-dose-only effect, or effect the other way, or a change in a side signal; the % refers to the signal ratio; also: % is scaled to controls: 0 for no effect and ±100 for the full control effect
#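 Read-out is the ratio of GFP to DsRed2 object intensity, acquired by 488 nm laser-scanning cytometry on HeLa lamin A-EGFP minigene reporter cells. Compound incubation 48 hrs at 37 °C in Opti-MEM with 2% FBS; DMSO 0.5% final.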
# JMJD2E inh: inhibitors of human JMJD2E histone demethylase. B2RXH2. JMJD2E catalytic domain, FDH-coupled NADH fluorescence (FDH is formaldehyde dehydrogenase). Potency, µM (doses to about 57.1 µM), for inactives: at the top dose activity change, negative = inhibition, usual class: inhibitors. hit rate 1.6% among 230,000. AID 2147; active = well fitted inhibition curve with a large enough effect, not every such curve was filed as active; inconclusive = small, poorly fitted or top-dose-only effect, or another doubt; inactive = no such curve, though single readings can be large or run the other way;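 also: 0% = wells with enzyme and -100% = buffer wells without enzyme; nearly all actives have a fitted effect of over 50% in size; many of its hits are not listed in these tables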
# Target sequence (B2RXH2 1-337 limits assumed): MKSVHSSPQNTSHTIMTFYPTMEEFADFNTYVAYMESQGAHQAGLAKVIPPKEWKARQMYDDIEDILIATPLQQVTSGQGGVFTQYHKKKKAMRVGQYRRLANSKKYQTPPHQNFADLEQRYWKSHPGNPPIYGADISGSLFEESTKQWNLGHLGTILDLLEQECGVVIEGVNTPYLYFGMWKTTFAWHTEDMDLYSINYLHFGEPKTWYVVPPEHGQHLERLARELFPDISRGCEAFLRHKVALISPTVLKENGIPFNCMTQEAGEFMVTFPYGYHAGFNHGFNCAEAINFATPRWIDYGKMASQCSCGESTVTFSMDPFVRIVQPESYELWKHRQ
# TR SRC2 fluor cs: Texas Red fluorescence interference in TRb-SRC2 counter-screen. TRb/SRC2 Texas Red total fluorescence interference. Potency, µM (highest dose often 106 µM), for the others: top-dose fluorescence change, negative = quenching. hit rate 0.29% among 280,000; active = well fitted curve in either direction with a large enough effect; inconclusive = small, poorly fitted or top-dose-only effect; also: % is scaled to controls: 0 for no effect and ±100 for the full control effect
#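 Human TRb ligand-binding domain at 0.6 uM with 20 nM Texas Red SRC2 peptide in Tris buffer containing 1 uM T3 and 5% DMSO, incubated with compound 5 h at ambient temperature. Total fluorescence (555/632 nm) calculated as parallel + 2 × perpendicular.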
# RECQ1 helicase: RECQ1 (human) helicase inhibition. hit rate 0.54% among 240,000. Potency, µM (series often up to 57.3 µM), without a hit: at the highest dose activity, negative = inhibition, actives largely listed as inhibitors. P46063. RECQ1 DNA unwinding, red fluorescence kinetic read;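 also: plate controls were vehicle for no effect and no enzyme for full effect; nearly all actives have a fitted effect of over 30% in size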
#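 RECQ1T1 50 nM; forked duplex (20 bp + 30-nt ss tails) 200 nM, ATP 2 mM final; pH 8.0, 2 mM MgCl2, 2.5 ug/ml poly(dI-dC); 15 min compound preincubation; discontinuous kinetic read over 2 h at RT.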
# RGS12 GoLoco inh: blocks human Gai1 binding to RGS12 GoLoco peptide, red readout. hit rate 0.44% among 230,000. Potency, µM (titrated, usually from 61.6 µM), for inactives: at the highest dose activity, negative = inhibition, hits mostly inhibitors. Gai1:RGS12 GoLoco peptide FP, rhodamine, 10 min. AID 880; active = well fitted inhibition curve with a large enough effect, not every such curve was filed as active; inactive = no such curve, though single readings can be large or run the other way; also: % is scaled to controls: 0 for no effect and ±100 for the full control effect; nearly all actives have a fitted effect of over 30% in size; many of its hits are not listed in these tables
# Target sequence (P63096 whole entry, looked up): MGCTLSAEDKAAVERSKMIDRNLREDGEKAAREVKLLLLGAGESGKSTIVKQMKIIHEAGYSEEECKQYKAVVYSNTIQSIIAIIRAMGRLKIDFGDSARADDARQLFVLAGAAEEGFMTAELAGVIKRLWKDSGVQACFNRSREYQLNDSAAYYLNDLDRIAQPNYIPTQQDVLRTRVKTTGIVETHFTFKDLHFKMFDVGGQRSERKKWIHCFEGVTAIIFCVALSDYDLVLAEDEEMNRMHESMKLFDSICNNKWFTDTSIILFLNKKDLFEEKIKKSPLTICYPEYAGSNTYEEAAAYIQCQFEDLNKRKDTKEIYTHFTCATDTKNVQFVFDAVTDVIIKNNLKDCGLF
# ALDH1A1 block: ALDH1A1 (human) enzyme inhibition. Purified ALDH1A1, NADH fluorescence, propionaldehyde substrate. AID 1030. hit rate 7.3% among 220,000. P00352. Potency, µM (series often up to 75.3 µM), inactives show at the top dose activity, negative = inhibition, usual class: inhibitors; active = well fitted inhibition curve with a large enough effect, not every such curve was filed as active; inconclusive = small, poorly fitted or top-dose-only effect, or another doubt; inactive = no such curve, though single readings can be large or run the other way;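 also: plate controls were no enzyme wells and a reference inhibitor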
# * hit, by the source's call; i = inactive; ? = inconclusive; . = no result given; & = joins results of further samples; ! = not active in a repeat; [ ] = another dose, or the depositor's remark. Unless noted, calls follow the shape of the dose curve; as a rule, active = well fitted curve in the direction sought with a large enough effect; inconclusive = small, poorly fitted or top-dose-only effect, or another doubt; inactive = no such curve, though single readings can be large; an effect the other way counts as inactive or inconclusive. Potency is read from the fitted curve at half-maximal effect. The list is partial; the hit share may differ from the screen's.
SMILES,TRb-SRC2 inh,SMN2 splice enh,Lamin A splicing,JMJD2E inh,TR SRC2 fluor cs,RECQ1 helicase,RGS12 GoLoco inh,ALDH1A1 block
COc1cc(N)c(Cl)cc1C(=O)N[C@H]1CCN(CCCOc2ccc(F)cc2)C[C@H]1OC,0%[53 µM],4%[20.6 µM],?,-9%[25.5 µM],-3%[53 µM],-3%[25.9 µM],-7%[21.6 µM],9%[20.9 µM]
COc1cc2nc(N3CCN(C(=O)[C@@H]4COc5ccccc5O4)CC3)nc(N)c2cc1OC,-5%,1%[20.6 µM],-25%,?,-1%,-1%[25.9 µM],10%[21.6 µM],?
CCCCOc1cc(C(=O)OCCN(CC)CC)ccc1N,-4%[53 µM],-3%[20.6 µM],-7%,1%[25.5 µM],-2%[53 µM],-3%[25.9 µM],4%[21.6 µM],6%[20.9 µM]
CC1(C)O[C@@H]2C[C@H]3[C@@H]4C[C@H](F)C5=CC(=O)C=C[C@]5(C)[C@@]4(F)[C@@H](O)C[C@]3(C)[C@]2(C(=O)CO)O1,-1%,-32%,?,?,2%,-2%,8%,1%
Cn1ccc2cc3c(cc21)CCN3C(=O)Nc1cccnc1,8%&-12%,?,-18%,35µM*!,0%&-16%,i,8%&7%,-5%&-5%
C=C1c2cccc(O)c2C(O)=C2C(=O)[C@@]3(O)C(O)=C(C(N)=O)C(=O)[C@@H](N(C)C)[C@@H]3[C@@H](O)[C@H]12,3%[53 µM],4%[20.6 µM],?,?,?,?,23%[21.6 µM],6%[20.9 µM]
NC(=O)C[C@@H](N)C(=O)O,1%,-3%,.,.,-1%,9%,5%,10%
CCCCCCCCCCCCCCC[C@@H](O)[C@@H](N)CO,-5%&-2%&-7%,-2%&14%,.,-3%&-5%,0%&-1%&0%,12%&0%,-12%&2%&10%,2%&12%&9%
COc1cc(C2Oc3cc(C4Oc5cc(O)cc(O)c5C(=O)C4O)ccc3OC2CO)ccc1O (stereo not drawn),-3%&-9%,-12%&6%,5%,-11%&-13%,0%&-2%,1%,-4%&12%,5%&1%
CCn1cc(C(=O)O)c(=O)c2cc(F)c(N3CCNC(C)C3)c(F)c21 (stereo not drawn),4%&6%,-12%&-8%,?,?,-2%&1%,i,6%&1%,?
Cc1ccsc1/C=C\C1=NCCCN1C,6%[53 µM],-5%[20.6 µM],?,0%[25.5 µM],-2%[53 µM],4%[25.9 µM],7%[21.6 µM],5%[20.9 µM]
O=C1c2c(O)ccc(O)c2C(=O)c2c(NCCNCCO)ccc(NCCNCCO)c21,-18%,-94%[inhibitor],?,22µM*!,-10%,3.5µM*,14%,?
CC1=C(C(=O)O)N2C(=O)[C@@H](NC(=O)[C@@H](N)c3ccc(O)cc3)[C@@H]2SC1,-11%[53 µM],5%[20.6 µM],?,-2%[25.5 µM],1%[53 µM],-8%[25.9 µM],5%[21.6 µM],-11%[20.9 µM]
CCCCN(CCCC)CCCOC(=O)c1ccc(N)cc1,-5%,-25%,?,10%,-2%,-9%,12%,-6%
CCC1(O)CC2CN(CCc3c([nH]c4ccccc34)[C@@](C(=O)OC)(c3cc4c(cc3OC)N(C)C3[C@]45CCN4CC=C[C@@](CC)([C@@H](OC(C)=O)[C@]3(O)C(=O)OC)[C@H]45)C2)C1 (stereo partly drawn),9%,-45%[inhibitor],?,-20%,-6%,14µM*,10%,-11%

# Entries from the list above that have a carbonyl joined to an NH by a bond outside any ring:
SMILES,TRb-SRC2 inh,SMN2 splice enh,Lamin A splicing,JMJD2E inh,TR SRC2 fluor cs,RECQ1 helicase,RGS12 GoLoco inh,ALDH1A1 block
COc1cc(N)c(Cl)cc1C(=O)N[C@H]1CCN(CCCOc2ccc(F)cc2)C[C@H]1OC,0%[53 µM],4%[20.6 µM],?,-9%[25.5 µM],-3%[53 µM],-3%[25.9 µM],-7%[21.6 µM],9%[20.9 µM]
Cn1ccc2cc3c(cc21)CCN3C(=O)Nc1cccnc1,8%&-12%,?,-18%,35µM*!,0%&-16%,i,8%&7%,-5%&-5%
C=C1c2cccc(O)c2C(O)=C2C(=O)[C@@]3(O)C(O)=C(C(N)=O)C(=O)[C@@H](N(C)C)[C@@H]3[C@@H](O)[C@H]12,3%[53 µM],4%[20.6 µM],?,?,?,?,23%[21.6 µM],6%[20.9 µM]
NC(=O)C[C@@H](N)C(=O)O,1%,-3%,.,.,-1%,9%,5%,10%
CC1=C(C(=O)O)N2C(=O)[C@@H](NC(=O)[C@@H](N)c3ccc(O)cc3)[C@@H]2SC1,-11%[53 µM],5%[20.6 µM],?,-2%[25.5 µM],1%[53 µM],-8%[25.9 µM],5%[21.6 µM],-11%[20.9 µM]

# Assay outcomes (PubChem BioAssay)
